From PubChem
Pax4 gene expression – activators of Pax4 gene expression, primary screen, RT-PCR, mouse alpha TC1 cells, single point (AID 1053180) | mouse alpha TC1 cells, Pax4 mRNA qPCR, 6 days; stronger effect = higher value; 100% = Pax4 plasmid added at qPCR | activation, % at 10 µM | 0.2% of 9,600 active;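 active = highest normalized replicate activity of 15 or more, or at least half the replicates reach 15 or more; inactive = neither condition met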;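 note: pax4 Ct normalized to GAPDH with activation seen as lower delta delta Ct; plate controls were plate neutral control wells for no effect and Pax4 plasmid positive control for full effect; each compound tested in two replicate wells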
DLD1 CTGF mRNA – reduction of CTGF mRNA in DLD1 cells – DLD1 colon cancer cells, RT-qPCR, single point, primary screen (AID 743449); DLD1 CTGF mRNA qPCR, 24 h; stronger effect = higher value; inhibition, % at 12.5 µM; 0.9% of 9,900 active;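 active = mean normalized replicate activity at least 50 and at least half of replicates each reaching 50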;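 note: 0% = neutral control wells and 100% = dasatinib control wells; higher means stronger suppression of CTGF expression like dasatinib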
* = called active by the depositor; nt = not tested or not shown; & = joins results of further samples. Some of the compounds tested, so the mix of outcomes need not match the whole.

# | Structure | Pax4 gene expression | DLD1 CTGF mRNA
1 | CC(C)NC(=O)N(C)C[C@H]1Oc2ccc(NC(=O)Cc3ccccc3)cc2CC(=O)N([C@H](C)CO)C[C@@H]1C | 0.0 | 12
2 | COC(=O)C[C@@H]1CC[C@H]2[C@@H](COc3ccc(NC(=O)Nc4c(C)noc4C)cc3C(=O)N2C)O1 | 0.0 | -13
3 | C[C@@H]1C(=O)N[C@H](c2ccccc2)CC=CC[C@H](C)Oc2ccccc2C(=O)N1C (mixture of isomers) | 0.0 | -31
4 | COc1cccc(NC(=O)N2CC(=O)N3[C@H](CO)[C@@H](c4ccc(C5=CCCCC5)cc4)[C@H]3C2)c1 | 0.0 | -3
5 | N#C[C@@H]1[C@H](c2ccccc2-c2cccc(F)c2)[C@@H](CO)N1C(=O)C1CC1 | 0.0 | 13
6 | CCCNC(=O)N1CC2(C1)CN(C(=O)Nc1ccc(F)cc1)[C@H](CO)c1[nH]c3cc(OC)ccc3c12 | 0.0 | -22
7 | COc1ccc2c3c([nH]c2c1)[C@@H](CO)N(Cc1ccncc1)CC31CCN(CC2CCOCC2)CC1 | 0.0 | 10
8 | CO[C@@H]1CN(C)C(=O)c2ccc(NC(=O)Nc3ccccc3Cl)cc2OC[C@H](C)NC[C@H]1C | 0.0 | -28
9 | CN(C[C@H]1N[C@H](CO)[C@@H]1c1ccc(-c2cccnc2)cc1)C(=O)NC1CCCC1 | 0.0 | -23
10 | CCC(=O)Nc1ccc2c(c1)C(=O)N(C)C[C@H](OC)[C@@H](C)CN(Cc1nccs1)[C@H](C)CO2 | 0.0 | -6
11 | N#C[C@@H]1[C@H](c2ccccc2C2=CCCCC2)[C@H](CO)N1C(=O)CN1CCOCC1 | 0.0 | -25
12 | COCC(=O)N1CCC2(CC1)CN(Cc1cc(F)ccc1F)[C@H](CO)c1c2c2ccc(OC)cc2n1C | 0.0 | 12
13 | Cc1noc(C)c1S(=O)(=O)Nc1ccc2c(c1)C(=O)N([C@H](C)CO)C[C@H](C)[C@H](CN(C)Cc1ccc(C(=O)O)cc1)OCCCC[C@H](C)O2 | 0.0 | -17
14 | C[C@@H]1CN([C@H](C)CO)C(=O)c2ccccc2-c2ccccc2CO[C@@H]1CN(C)Cc1ccc2c(c1)OCCN2C | 0.1 | 68*
15 | CC(C)NC(=O)Nc1ccc2c(c1)C(=O)N(C)[C@H]1CC[C@@H](CC(=O)NCc3ccc(F)cc3)O[C@@H]1CO2 | 0.0 | -10
16 | Cc1ccc(S(=O)(=O)N(C)C[C@@H]2Oc3c(NS(C)(=O)=O)cccc3C(=O)N([C@@H](C)CO)C[C@@H]2C)cc1 | 0.0 | -34
17 | CCS(=O)(=O)N1[C@H](C#N)[C@H](c2ccc(-c3cccc(F)c3)cc2)[C@@H]1CO | 0.0 | 21
18 | CNC[C@@H]1Oc2c(NS(=O)(=O)c3ccc(Cl)cc3)cccc2C(=O)N([C@@H](C)CO)C[C@H]1C | 0.0 | -12
19 | COCC(=O)Nc1ccc2c(c1)C(=O)N(C)[C@H]1CC[C@H](CC(=O)N3CCc4ccccc4C3)O[C@@H]1CO2 | 0.0 | -11
20 | COc1ccc(C[C@H]2CCn3cc(nn3)COC[C@@H](C)NC2=O)cc1 | 0.0 | -6
21 | C[C@@H]1CCCCO[C@@H](CN(C)Cc2ccc(Cl)c(Cl)c2)[C@@H](C)CN([C@@H](C)CO)C(=O)c2cc(NS(=O)(=O)c3cccs3)ccc2O1 | 0.0 | -16
22 | O=C(C[C@@H]1CC[C@@H]2NC[C@@H](O)COC[C@H]2O1)NCCN1CCCCC1 | 0.0 | -20
23 | Cc1noc(C)c1S(=O)(=O)Nc1cccc2c1O[C@H](CN(C)Cc1ccc(C(F)(F)F)cc1)[C@H](C)CN([C@H](C)CO)C2=O | 0.0 | -6
24 | O=C1C[C@@H](c2ccccc2)C(=O)N[C@H](c2ccc3c(c2)OCO3)C/C=C\C[C@@H](c2ccc(F)cc2)N1 | 0.4 | 17
25 | O=C(Cc1ccccn1)N1CC(=O)N2[C@H](CO)[C@@H](c3ccc(C#CCC4CCCC4)cc3)[C@H]2C1 | 0.0 | 27

Other results:
# | Structure | Pax4 gene expression | DLD1 CTGF mRNA
26 | C[C@H]1CN([C@@H](C)CO)S(=O)(=O)c2ccc(C#Cc3ccccc3F)cc2O[C@H]1CN(C)C(=O)Cc1cccnc1 | 0.1 | 7
27 | CC(C)NC(=O)N1CC[C@@H]2[C@H]1c1cc(-c3ccc(F)cc3)ccc1N(C)[C@H]2CO | 0.0 | 18
28 | O=C(C[C@@H]1CC[C@H]2NC[C@H](O)COC[C@@H]2O1)Nc1ccc(-c2ccccc2)cc1 | 0.0 | 16
29 | N#C[C@@H]1[C@H](c2ccccc2)[C@@H](CO)N1C(=O)Nc1cccc(F)c1 | 0.0 | 26
30 | COc1ccccc1-c1ccc2c(c1)[C@H]1[C@H](CCN1S(=O)(=O)c1ccc(C)cc1)[C@@H](CO)N2 | 0.0 | 17
31 | O=C(C1CCOCC1)N1CC(=O)N2[C@H](CO)[C@H](c3ccc(C#CC4CCCCC4)cc3)[C@@H]2C1 | 0.0 | 25
32 | COc1ccc2c3c([nH]c2c1)[C@@H](CO)N(S(C)(=O)=O)CC31CCN(C(=O)Nc2ccccc2)CC1 | 0.0 | -35
33 | CCC(=O)N1C[C@@H](C)[C@@H](OC)CN(C)C(=O)c2cc(NC(=O)Nc3ccc(Cl)cc3)ccc2OC[C@@H]1C | 0.0 | 15
34 | COc1cccc(NC(=O)N2CC(=O)N3[C@@H](CO)[C@H](c4ccc(C#CCC5CCCC5)cc4)[C@@H]3C2)c1 | 0.0 | 8
35 | O=S(=O)(c1cccc(Cl)c1)N1[C@@H]2CNC[C@H]1C2c1ccc(-c2cccnc2)cc1 (stereo partly drawn) | 0.0&0.0 | -15&-23
36 | COCC(=O)N1CC(=O)N2[C@H](CO)[C@H](c3ccc(-c4ccccc4F)cc3)[C@@H]2C1 | 0.0 | 3
37 | C[C@H]1CN([C@@H](C)CO)C(=O)CCCn2cc(nn2)CO[C@H]1CN(C)C(=O)NC1CCCCC1 | 0.0 | -31
38 | CO[C@@H]1CN(C)C(=O)c2ccc(NC(C)=O)cc2OC[C@@H](C)N(C(=O)c2cnccn2)C[C@@H]1C | 0.0 | -13
39 | CO[C@@H]1CN(C)C(=O)c2ccc(NC(=O)c3cc(C)on3)cc2OC[C@@H](C)N(S(=O)(=O)c2cccc(F)c2)C[C@H]1C | 0.0 | -39
40 | CNC[C@H]1Oc2ccc(NS(=O)(=O)c3ccc(OC)cc3)cc2C(=O)N([C@H](C)CO)C[C@H]1C | 0.0 | -1
41 | C[C@@H]1CN([C@H](C)CO)C(=O)c2ccccc2-c2ccccc2CO[C@@H]1CN(C)C(=O)CCC(F)(F)F | 0.0 | 21
42 | C[C@H](NC(=O)C[C@@H]1C=C[C@@H](NS(=O)(=O)c2cccc(F)c2)[C@H](CO)O1)c1ccccc1 | 0.0 | 10
43 | CCCC#Cc1ccc([C@H]2[C@@H](CO)N(C(=O)NC(C)C)[C@@H]2CNC(C)=O)cc1 | 0.0 | 8
44 | O=C(C[C@H]1C=C[C@H](NS(=O)(=O)c2ccc(F)cc2)[C@@H](CO)O1)N1CCc2ccccc2C1 | 0.0 | 10
45 | COc1ccc(NC(=O)N(C)C[C@H]2OCc3ccccc3-c3ccccc3C(=O)N([C@@H](C)CO)C[C@@H]2C)c(OC)c1 | 0.0 | 28
46 | C[C@@H]1CN([C@H](C)CO)C(=O)c2cccc(NC(=O)c3cnccn3)c2O[C@H]1CN(C)C(=O)NC1CCCCC1 | 0.1 | 18
47 | C[C@@H]1CN([C@@H](C)CO)C(=O)Cc2cc(N(C)C)ccc2O[C@@H]1CN(C)C(=O)NC1CCCCC1 | 0.0 | -35
48 | CCC(=O)Nc1ccc2c(c1)C(=O)N(C)C[C@@H](OC)[C@@H](C)CN(Cc1nccs1)[C@@H](C)CO2 | 0.0 | -11
49 | O=C(Nc1cc(F)ccc1F)N1CCCCN2[C@H](CO)[C@H](c3ccc(C4=CCCCC4)cc3)[C@H]2C1 | 0.3 | -64
50 | CO[C@H]1CN(C)C(=O)c2ccc(NS(=O)(=O)CC(F)(F)F)cc2OC[C@@H](C)N(Cc2nccs2)C[C@H]1C | 0.0 | -5

A different layout for some results above.
Each structure is followed by: Pax4 gene expression | DLD1 CTGF mRNA
2	COC(=O)C[C@@H]1CC[C@H]2[C@@H](COc3ccc(NC(=O)Nc4c(C)noc4C)cc3C(=O)N2C)O1
 : 0.0 | -13
34	COc1cccc(NC(=O)N2CC(=O)N3[C@@H](CO)[C@H](c4ccc(C#CCC5CCCC5)cc4)[C@@H]3C2)c1
 : 0.0 | 8

Fetched by compound from the entries so far:
# | Structure | Pax4 gene expression | DLD1 CTGF mRNA
38 | CO[C@@H]1CN(C)C(=O)c2ccc(NC(C)=O)cc2OC[C@@H](C)N(C(=O)c2cnccn2)C[C@@H]1C | 0.0 | -13
36 | COCC(=O)N1CC(=O)N2[C@H](CO)[C@H](c3ccc(-c4ccccc4F)cc3)[C@@H]2C1 | 0.0 | 3
28 | O=C(C[C@@H]1CC[C@H]2NC[C@H](O)COC[C@@H]2O1)Nc1ccc(-c2ccccc2)cc1 | 0.0 | 16
29 | N#C[C@@H]1[C@H](c2ccccc2)[C@@H](CO)N1C(=O)Nc1cccc(F)c1 | 0.0 | 26
40 | CNC[C@H]1Oc2ccc(NS(=O)(=O)c3ccc(OC)cc3)cc2C(=O)N([C@H](C)CO)C[C@H]1C | 0.0 | -1

Next structures:
# | Structure | Pax4 gene expression | DLD1 CTGF mRNA
51 | O=C(c1cccnc1)N1CC2(C1)[C@H](c1ccccc1)[C@H](CO)N2C(=O)CC1CC1 | nt | -30
52 | COc1ccc(NC(=O)N(C)C[C@H]2OCCCC[C@@H](C)Oc3ccc(NC(=O)c4ccncc4)cc3C(=O)N([C@@H](C)CO)C[C@@H]2C)cc1 | 0.0 | 0
53 | O=C(Nc1ccccc1F)N[C@H]1CC[C@@H](CCNC(=O)C2CC2)O[C@H]1CO | 0.0 | 12
54 | CC(C)N(C[C@H]1[C@H](c2ccccc2)[C@H](CO)N1S(C)(=O)=O)C(=O)CN(C)C | 0.0 | -2
55 | C[C@@H]1CCCCO[C@H](CN(C)C(=O)c2ccncc2)[C@H](C)CN([C@H](C)CO)C(=O)c2cc(NS(=O)(=O)c3cccs3)ccc2O1 | 0.0 | -19
56 | CN(C[C@@H]1[C@H](c2ccccc2)[C@H](CO)N1Cc1ccccn1)S(C)(=O)=O | 0.0 | -24
57 | Cc1noc(C)c1S(=O)(=O)N(C)C[C@H]1OCc2cnnn2CCCC(=O)N([C@H](C)CO)C[C@@H]1C | 0.0 | 17
58 | COc1cccc(NC(=O)Nc2ccc3c(c2)C(=O)N(C)C[C@@H](OC)[C@H](C)CN[C@@H](C)CO3)c1 | 0.0 | -8
59 | CO[C@@H]1CN(C)C(=O)c2cc(NS(=O)(=O)c3ccc(Cl)cc3)ccc2OC[C@H](C)N(C(=O)NC(C)C)C[C@@H]1C | 0.0 | 12
60 | COc1ccc2c3c(n(C)c2c1)[C@@H](CO)NCC31CN(Cc2ccccc2Cl)C1 | 0.0 | 12
61 | COc1ccc(NC(=O)Nc2ccc3c(c2)[C@H]2C[C@H](CC(=O)NCC(F)(F)F)O[C@@H](CO)[C@H]2O3)cc1 | 0.0 | -24
62 | C[C@H]1CCCCO[C@@H](CN(C)C(=O)CCCN(C)C)[C@@H](C)CN([C@@H](C)CO)C(=O)c2cc(NS(=O)(=O)c3ccc(Cl)cc3)ccc2O1 | 0.0 | -10
63 | COc1ccc2c3c([nH]c2c1)[C@H](CO)N(C(=O)NC(C)C)CC31CN(C(=O)c2ccncc2)C1 | 0.0 | 15
64 | CC(C)N(C[C@H]1[C@H](c2ccccc2)[C@@H](CO)N1S(C)(=O)=O)C(=O)CN(C)C | 0.0 | -34
65 | CO[C@@H]1CC[C@H]2CCOc3c(C#N)cccc3C(=O)N(C)CC3(CCCCC3)CC(=O)N(C)C[C@H]1O2 | 0.0 | -5
66 | CCN1C[C@@H](C)[C@H](OC)CN(C)C(=O)c2cc(NC(=O)c3ccno3)ccc2OC[C@H]1C | 0.0 | 13
67 | COc1ccc2c3c([nH]c2c1)[C@H](CO)N(C(=O)Nc1ccc(F)cc1)CC31CCN(S(=O)(=O)c2cn(C)cn2)CC1 | 0.0 | 4

Among those listed so far, 5 have an NH in an aromatic ring.
# | Structure | Pax4 gene expression | DLD1 CTGF mRNA
6 | CCCNC(=O)N1CC2(C1)CN(C(=O)Nc1ccc(F)cc1)[C@H](CO)c1[nH]c3cc(OC)ccc3c12 | 0.0 | -22
7 | COc1ccc2c3c([nH]c2c1)[C@@H](CO)N(Cc1ccncc1)CC31CCN(CC2CCOCC2)CC1 | 0.0 | 10
32 | COc1ccc2c3c([nH]c2c1)[C@@H](CO)N(S(C)(=O)=O)CC31CCN(C(=O)Nc2ccccc2)CC1 | 0.0 | -35
63 | COc1ccc2c3c([nH]c2c1)[C@H](CO)N(C(=O)NC(C)C)CC31CN(C(=O)c2ccncc2)C1 | 0.0 | 15
67 | COc1ccc2c3c([nH]c2c1)[C@H](CO)N(C(=O)Nc1ccc(F)cc1)CC31CCN(S(=O)(=O)c2cn(C)cn2)CC1 | 0.0 | 4
